Assay outcomes deposited in PubChem by several laboratories.
Fam108B counter – blocks mouse Fam108B hydrolase in RBBP9 counter-screen. recombinant Fam108B, FP-Rh probe fluorescence polarization. hit rate 0.33% among 300,000. AID 1947. inhibition, % at 9.51 µM;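 active = inhibition above the screen mean inhibition plus 3 SD, computed separately per campaign, cut at about 18% in these data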;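 note: inhibitors lower polarization as less probe binds the enzyme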
GLD-1 TGE inh – GLD-1-TGE RNA interaction inhibition (C. elegans). Q17339. purified GLD-1 + fluorescein TGE RNA, fluorescence polarization. inhibition, % at 5.96 µM. hit rate 0.44% among 320,000. AID 2280;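 active = percent inhibition above a per-plate cutoff, the plate mean of test compounds plus 3 SD, cut at about 30% in these data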;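 note: 0% = DMSO wells with GLD-1 and probe and 100% = wells lacking GLD-1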
Efflux pump mplx – blocks antifungal efflux pumps in multiplex yeast assay. S. cerevisiae Candida pump triplex, Nile Red efflux. inhibition, % at 10 µM. hit rate 0.44% among 330,000. AID 485275;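 active = plate passing quality check with inhibition over a set limit, or well fluorescence over plate mean plus 4 SD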;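 note: Nile Red retained in pooled yeast measured as flow cytometry median fluorescence; 0% = buffer negative control and 100% = Enniatin B positive control; higher means more Nile Red kept so more efflux inhibition; some compounds called inactive have numbers as strong as hits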
EBNA-1 inhibitor – blocks EBNA-1 binding to DNA. EBNA-1 DNA binding, fluorescence polarization. inhibition, % at 14.8 µM. hit rate 0.34% among 300,000. AID 1950; in the data active = inhibition above about 28%
MEX-5 binding – C. elegans MEX-5 TCR-2 RNA binding activity | activity score (negative = inhibition of binding), % at 10 µM | hit rate 0.38% among 300,000 | Q9XUB2 | MEX-5/FITC-TCR2 RNA binding, fluorescence polarization; stronger effect = lower value;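 active = inhibition past about -25% in most replicates, and total fluorescence under double the plate's negative control median, limit read from the data; inconclusive = replicates evenly split on the limit, or fluorescence at least double controls; inactive = too little inhibition in most replicates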;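 note: 0% = DMSO and -100% = 5 µM competing unlabeled TCR2 RNA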
Target sequence (Q9XUB2 whole entry, looked up): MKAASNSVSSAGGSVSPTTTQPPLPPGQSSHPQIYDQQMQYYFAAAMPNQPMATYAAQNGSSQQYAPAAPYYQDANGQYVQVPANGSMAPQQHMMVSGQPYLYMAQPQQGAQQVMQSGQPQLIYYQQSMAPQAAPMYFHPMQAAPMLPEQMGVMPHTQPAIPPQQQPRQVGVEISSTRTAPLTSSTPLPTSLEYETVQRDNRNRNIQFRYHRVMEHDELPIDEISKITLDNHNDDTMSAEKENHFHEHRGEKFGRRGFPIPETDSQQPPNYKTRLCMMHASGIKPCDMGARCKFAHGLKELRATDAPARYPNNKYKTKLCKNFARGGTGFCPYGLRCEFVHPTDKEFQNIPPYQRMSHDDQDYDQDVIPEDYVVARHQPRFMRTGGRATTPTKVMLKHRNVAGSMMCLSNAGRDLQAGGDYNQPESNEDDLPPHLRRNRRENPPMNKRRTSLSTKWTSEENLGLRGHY
ZTA DNA inh – counter-screen for EBNA-1 inhibitors: inhibitors of Epstein-Barr virus ZTA; hit rate 0.15% among 320,000; P03206; ZTA-DNA binding, fluorescence polarization; inhibition, % at 11 µM; in the data active = inhibition above about 33%
Target sequence (P03206 whole entry, looked up): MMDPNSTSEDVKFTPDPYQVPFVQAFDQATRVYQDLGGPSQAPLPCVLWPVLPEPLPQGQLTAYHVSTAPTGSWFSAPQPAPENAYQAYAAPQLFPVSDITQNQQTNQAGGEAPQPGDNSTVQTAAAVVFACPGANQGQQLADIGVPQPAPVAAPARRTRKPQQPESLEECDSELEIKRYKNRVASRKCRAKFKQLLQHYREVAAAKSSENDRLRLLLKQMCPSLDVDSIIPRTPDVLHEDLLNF
Yeast superoxide – caloric restriction mimetics inhibiting age-related superoxide in yeast. S. cerevisiae aged cells, superoxide DHE fluorescence; stronger effect = lower value. superoxide response (% of plate mean), % at 10 µM. hit rate 0.18% among 330,000. AID 2690;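 active = superoxide response under a set limit, about three screen SD below normal, cut at about 65% in these data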;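 note: yeast aged for seven days with compound at 30 °C before DHE staining; 100% = average MFI of all compound-treated wells on the plate with controls excluded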
MCL1 BIM primary – MCL1-BIM-BH3 interaction inhibition (human); GST-MCL1 / FITC-Bim-BH3 fluorescence polarization; hit rate 0.68% among 320,000; inhibition, % at 10.9 µM; AID 2057;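 active = inhibition above the mean inhibition of all tested compounds plus 3 SD, set per campaign, cut at about 40% in these data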;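 note: 0% = DMSO wells and 100% = unlabeled Bim-BH3 peptide control; higher means more loss of mP so more displacement of Bim peptide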
Target sequence (Q07820 whole entry, looked up): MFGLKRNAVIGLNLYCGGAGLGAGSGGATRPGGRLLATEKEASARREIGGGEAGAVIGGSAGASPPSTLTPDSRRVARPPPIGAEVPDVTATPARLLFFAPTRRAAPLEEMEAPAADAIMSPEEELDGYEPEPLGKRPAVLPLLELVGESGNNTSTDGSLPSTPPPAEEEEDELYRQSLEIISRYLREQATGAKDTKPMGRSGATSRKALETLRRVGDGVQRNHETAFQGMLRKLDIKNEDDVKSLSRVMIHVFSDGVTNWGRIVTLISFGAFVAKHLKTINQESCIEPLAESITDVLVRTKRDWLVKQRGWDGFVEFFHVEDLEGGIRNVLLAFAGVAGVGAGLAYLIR
BCLXL inh – blocks human Bcl-xL binding to Bim BH3 peptide; Q07817; GST-Bcl-xL / FITC-Bim BH3 peptide fluorescence polarization; inhibition, % at 10.9 µM; hit rate 0.7% among 320,000; AID 2129;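 active = inhibition above the mean of all tested compounds plus 3 SD, cutoff set per campaign, cut at about 30% in these data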;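 note: 0% = DMSO wells and 100% = unlabeled Bim-BH3 peptide competitor; inhibitors lower millipolarization by displacing the labeled peptide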
The depositor's hits bear a star; ? = inconclusive; nt = not tested or not shown.

The first 2 compounds, ahead of the listing:
SMILES	Fam108B counter	GLD-1 TGE inh	Efflux pump mplx	EBNA-1 inhibitor	MEX-5 binding	ZTA DNA inh	Yeast superoxide	MCL1 BIM primary	BCLXL inh
CCCc1cc(=O)oc2c(CN(CC)CC)c(O)c(Cl)cc12	4	0	0.1	-14	0.1	4	106	-6	2
O=C(Nc1ccccc1)NC1(C(=O)NCc2ccc3c(c2)OCO3)CCCCC1	0	12	0.1	5	?	-6	98	-7	-5

All compounds of this part, from the start:
SMILES	Fam108B counter	GLD-1 TGE inh	Efflux pump mplx	EBNA-1 inhibitor	MEX-5 binding	ZTA DNA inh	Yeast superoxide	MCL1 BIM primary	BCLXL inh
CCCc1cc(=O)oc2c(CN(CC)CC)c(O)c(Cl)cc12	4	0	0.1	-14	0.1	4	106	-6	2
O=C(Nc1ccccc1)NC1(C(=O)NCc2ccc3c(c2)OCO3)CCCCC1	0	12	0.1	5	?	-6	98	-7	-5
CCN(CC)CCOc1ccc2c(c1)C(=NNC(=O)c1ccccn1)c1cc(OCCN(CC)CC)ccc1-2	-3	7	-0.2	4	-22	-17	103	9	4
Cc1ccc(NC(=O)c2ccc(CSc3nnc(C)s3)cc2)cc1	-7	-4	-0.3	-11	1.1	5	102	-3	-3
Cc1nc(Cc2nnc(SCC(=O)Nc3c(C)cccc3C)o2)cs1	4	3	0.1	3	-1.4	-2	106	12	8
Cc1ccc(C)c(Oc2coc3cc(OCC(=O)Nc4ccccc4C(C)C)ccc3c2=O)c1	-13	4	-0.4	16	3.7	17	107	2	0
COc1cc(-c2nnc(-c3ccncc3)o2)ccc1OCc1ccccc1	-2	2	0.0	1	1.3	19	107	3	5
COc1ccc([C@H]2/C=C\CN(C(=O)c3ccc(C)cc3)[C@@H](C)C(=O)N2Cc2ccc(F)cc2)cc1	0	4	0.1	6	1.1	1	112	-2	-3
COc1ccc(/C=N/NC(=O)CCOc2ccccc2C)cc1OC	4	-3	0.4	-12	1.7	-3	95	5	0
CC12CCC(C(=O)N(CC(O)CN3CCN(Cc4ccccc4)CC3)C1=O)C2(C)C (stereo not given)	-1	3	-0.1	-6	-1.8	13	98	-6	3
CCCCc1c(C)nc2c(OC)cccc2c1SCCC(=O)O	-4	-5	0.1	-1	-2.4	3	96	8	5
CN(C)CCCNc1nc2sc3c(c2c(=O)n1CCc1ccccc1)CCCCC3	5	2	-0.1	0	-2.2	-14	92	4	8
CCOc1ccccc1-n1c(CNc2ccc(F)cc2)nnc1SCC(=O)NCc1ccco1	5	4	0.1	1	-0.4	-2	97	-1	-1
O=C(NCCN1CCOCC1)c1ccccc1-c1ccccc1	4	-5	-0.1	6	-2.1	14	120	1	7
COCCNC(=O)c1ccccc1NC(=O)CN(c1ccc2c(c1)OCO2)S(C)(=O)=O	0	-5	0.2	-4	-0.2	6	83	-1	-1
Cc1cc(C)cc(C(=O)NC(=S)Nc2ccc(-c3cc4ccccc4oc3=O)cc2)c1	6	3	0.1	3	-4.5	-10	96	8	4
CC(C)(O)[C@@H]1CC(=O)[C@]2(C)[C@H](CC[C@@]3(C)[C@H](c4ccoc4)OC(=O)[C@H]4O[C@]432)[C@@]1(C)/C=C\C(=O)O	nt	5	-0.3	nt	nt	1	103	8	3
COC(=O)/C(N=Nc1c(C)n(C)n(-c2ccccc2)c1=O)=C(\C)O	0	-17	0.0	5	-0.8	-1	91	-15	-7
C=CCN1C(=O)C(CC(=O)O)SC1=Nc1ccc(N=Nc2ccccc2)cc1 (stereo not given)	-3	4	-0.1	-2	2.1	3	105	6	5
Cc1cccc(CNC(=O)C2CCC(=O)N(C3CCCCCC3)C2)c1 (stereo not given)	4	4	0.2	-2	-2.9	1	113	-3	1
COc1ccccc1C(=O)NC(=S)Nc1ccc(NC(=O)c2ccco2)cc1	-9	2	0.4	-1	0.7	7	102	4	6
CCOC(=O)[C@H]1[C@H]2COc3ccc(C)cc3[C@@H]2N2C(=O)c3ccc(C)cc3NC(=O)[C@@]12C	2	4	-0.2	16	nt	-11	106	5	7
O=C(NCC1CCCO1)c1cccc(NS(=O)(=O)c2ccccc2)c1 (stereo not given)	1	2	-0.1	7	-2.5	-1	94	-8	6
NS(=O)(=O)c1ccc(NC(=O)COC(=O)c2cn(-c3ccccc3)nc2-c2ccc(F)cc2)cc1	-20	9	-0.3	11	-30*	1	91	-5	2
N#Cc1ccccc1NC(=S)Nc1ccc(F)cc1	0	9	0.0	1	-0.5	4	97	3	2
CC1CCN(C(=O)C2CCCN(c3ncnc4c3nc3n4CCCCC3)C2)CC1 (stereo not given)	5	-1	0.2	-8	-0.9	-3	87	0	8
Cc1nc2ccccc2c(=O)n1/N=C/c1cc(Br)ccc1O	4	-3	0.2	-13	0.8	7	64*	5	3
COc1cc(Br)c(Br)c(Br)c1N	3	5	0.2	-6	2.8	-2	104	1	2
Cc1ccc(CN2C(=O)CCC2C(=O)NCCN2CCOCC2)cc1 (stereo not given)	6	7	-0.2	5	-5.8	-3	87	-1	2
COC(=O)c1c[nH]n2c(=O)cc(C)nc12	1	12	-0.1	-4	0.3	-13	94	5	1
CCc1sc(NS(C)(=O)=O)nc1-c1ccccc1	-2	4	0.2	-12	1.3	-2	99	0	0
CCOc1ccc2nc(-c3ccccc3)[nH]c2c1	0	6	0.2	-5	0.9	-8	101	9	7
COc1cccc(C(=O)NC(=S)Nc2ccc3c4c(cccc24)CC3)c1	-5	-5	0.1	7	1.2	4	108	-1	-2
CCn1c(/C=C/c2ccc(O)cc2)nc2ccccc2c1=O	0	-7	0.1	14	1.7	5	107	8	6
Cc1nc2ccccn2c1-c1ccnc(=S)[nH]1	-1	0	0.1	-1	3.8	-8	88	6	-24
Cc1ccccc1C(=O)NC(=S)Nc1ccc(N2CCOCC2)cc1	1	4	-0.1	14	0.6	-7	93	7	0
CCN(CC)C(=O)CC(c1cc(OC)c(OC)c(OC)c1)c1c(OC)cc(OC)c2c(-c3ccccc3)cc(=O)oc12 (stereo not given)	2	-9	-0.1	5	1.0	-4	104	37	6
O=S(=O)(NCc1cccs1)c1cccc(S(=O)(=O)N2CCCCC2)c1	2	4	0.4	-7	1.8	-22	96	-2	0
COc1ccc(F)cc1C(=O)C1CCCN(C(=O)Cc2c(C)noc2C)C1 (stereo not given)	0	5	-0.1	-7	-0.4	1	89	6	3
COc1cccc(NS(=O)(=O)c2ccc3[nH]cc(C(=O)NCCN4CCOCC4)c(=O)c3c2)c1	1	0	-0.1	-16	2.1	-9	94	-1	4
CCN1CCN(C(=S)c2ccc(Cl)c(Cl)c2)CC1	4	3	0.0	11	-0.2	19	114	11	12
O=C(O)CCc1nc(-c2ccc(Cl)cc2)no1	0	-4	-0.1	8	1.5	-13	129	3	1
COc1ccc(-n2ncc3c(=O)n(Cc4c(F)cccc4Cl)cnc32)cc1	4	6	0.1	14	nt	11	104	4	0
O=C(c1ccc2c(c1)OCO2)N1CCCC1	-4	7	0.1	3	-0.2	-2	103	4	4
O=C(COc1ccc(S(=O)(=O)N2CCCCC2)cc1)NCC1CCCO1 (stereo not given)	-1	9	-0.1	8	2.6	7	84	-4	-2
Nn1c(SCc2cn3cc(Cl)ccc3n2)nnc1-c1ccncc1	1	2	-0.1	1	0.7	-7	86	-1	-5
O=C1CSC(c2cn(-c3ccccc3)nc2-c2cc3ccccc3oc2=O)N1Cc1ccccc1 (stereo not given)	-5	1	0.1	0	-1.7	-1	94	10	6
Cc1ccc(S(=O)(=O)Nc2cc(=O)[nH]c(SCc3ccccc3Cl)n2)cc1	-1	-5	0.1	5	-0.6	4	98	7	9
CN(CC(=O)Nc1ccc(F)cc1)C(=O)COC(=O)Cc1cccs1	-3	-4	0.1	-14	1.0	0	118	-3	-1
Cc1cccc(-n2nnc(C(=O)N3CCc4ccccc4C3)c2N)c1	-2	6	0.3	3	0.9	4	104	0	-1

Going on with the list.
SMILES	Fam108B counter	GLD-1 TGE inh	Efflux pump mplx	EBNA-1 inhibitor	MEX-5 binding	ZTA DNA inh	Yeast superoxide	MCL1 BIM primary	BCLXL inh
O=C(Nc1cccc(F)c1)c1coc(=O)c(Br)c1	-4	4	-6.7	10	0.3	3	92	6	11
O=C(COc1ccc2c3c(c(=O)oc2c1)CCCC3)NCc1ccccn1	1	2	0.0	-13	0.6	3	82	2	7
COc1cccc(/C=C/C(=C2/C(=O)N(c3ccccc3)N=C2C)c2ccc(Br)cc2)c1OC	3	3	-0.1	11	0.7	2	108	4	4
O=[N+]([O-])c1ccc(CCn2ccnc2)cc1	-2	-1	-0.2	-1	-1.0	-14	100	8	4
CCCCCCCCOC(=O)CCc1c(C)[nH]c(=S)[nH]c1=O	-1	6	-0.1	4	-2.4	-6	101	15	6
Cc1ccc(NC(=O)c2cc(-n3cnnc3)ccc2Cl)cc1	-5	0	0.1	2	2.7	10	95	-2	-2
Cc1ccc(CC(=O)N2CCN(C(=O)C3CCCO3)CC2)cc1 (stereo not given)	3	-4	0.1	5	-0.7	-1	102	9	3
Cc1ccc(C(=O)c2ccc([N+](=O)[O-])cc2)c(C)c1	7	3	0.2	0	-0.2	5	107	-2	1
Fc1ccc(Oc2ccnc(Cl)n2)c(Cl)c1	4	1	0.1	-1	-0.5	5	101	-1	-4
CC(C)CCn1c(SCCc2ccccc2)nc2c1c(=O)[nH]c(=O)n2C	-5	5	0.1	5	1.6	-19	98	9	4
CCCN1CCC(=NNC(=O)c2ccc(Br)o2)CC1	4	1	-0.1	13	2.2	18	111	11	4
CC1Cc2ccccc2N1C(=O)Cn1c(=O)oc2cc(S(=O)(=O)N3CCCCC3)ccc21 (stereo not given)	2	-3	0.2	-2	15	-12	109	2	3
O=C(Oc1coc(CSc2nnc(NC(=O)c3cccs3)s2)cc1=O)c1ccccc1	-3	8	-0.1	6	-0.7	18	93	8	9
CCc1nnc(NC(=O)CN2CCCC(C)C2)s1 (stereo not given)	0	11	0.0	-6	-0.2	12	104	9	5
CC(CNC(=O)c1cc(Cl)ccc1[N+](=O)[O-])NC(=O)c1cc(Cl)ccc1[N+](=O)[O-] (stereo not given)	-2	6	0.0	-6	-1.1	-6	107	4	4
CCS(=O)(=O)N1CCC(C(=O)NCCN2CCN(Cc3ccccc3)CC2)CC1	-4	4	0.0	5	0.9	0	101	2	1
Cc1cccn2c(=O)nc(SCC(=O)N3CCC(C)CC3)nc12	3	5	-0.2	3	-0.1	-2	89	0	5
CSc1ccc(S(=O)(=O)NCC(=O)OC2CCOC2=O)cc1[N+](=O)[O-] (stereo not given)	-1	-2	0.0	-1	-1.3	0	106	-5	-2
O=C(O)CSc1sc(=S)sc1SCC(=O)O	6	-5	-0.2	4	-0.5	-12	90	39	15
O=C(O)c1cccc(-n2cccc2/C=C\[N+](=O)[O-])c1	5	14	0.0	9	-13	25	107	18	13
COc1cc(C(=O)Nc2nnc(CC(=O)N3CCOCC3)s2)cc(OC)c1OC	-1	6	0.0	-9	0.0	-16	106	2	1
CCCc1ccc2oc(C(=O)N3CCN(c4cnccn4)CC3)c(C)c2c1	-2	-4	-0.3	-1	4.6	8	118	6	4
O=C(Cc1ccc(Cl)cc1)NCCS(=O)(=O)N1CCN(c2ccccc2)CC1	1	-3	-0.1	15	-0.1	-8	88	0	0
CCCS(=O)(=O)N1CCN(C(=O)c2ccc(-c3ccccc3)cc2)CC1	4	2	0.1	-7	-1.0	2	107	1	4
S=C(NCCC1=CCCCC1)Nc1ccc(Cl)cc1	-7	10	0.4	-15	-0.6	-28	111	5	8
CCN(CC)CCn1cnc2c1c(=O)[nH]c(=O)n2Cc1ccccc1	-1	2	-0.1	-7	0.1	-10	111	-4	2
O=C(C1CCC(CNS(=O)(=O)c2cccc3cccnc23)CC1)N1CCc2ccccc21 (stereo not given)	0	-5	0.0	13	0.8	7	102	2	4
